Bioassay records deposited in PubChem by The Scripps Research Institute Molecular Screening Center.
LYPLA1 inh – LYPLA1 inhibitors, primary screen, counter-screen for PME1 inhibitor project, biochemical, fluorescence polarization, FP-Rh probe ABPP. Acyl-protein thioesterase 1 (Homo sapiens), O75608. recombinant LYPLA1. inhibition, % at 5.9 µM. 320,000 compounds, 0.16% hits;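 active = inhibition above the mean of all tested compounds plus 3 SD, set per campaign, cut at about 14% in these data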;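 note: inhibitors block serine hydrolase probe labeling of LYPLA1 so polarization falls; 0% = enzyme with DMSO and 100% = wells lacking LYPLA1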
PAD4 inh – human PAD4 inhibitors, primary screen, biochemical, fluorescence polarization, 1536-well format | Protein-arginine deiminase type-4 (Homo sapiens), Q9UM07 | recombinant PAD4, RCA probe fluorescence polarization | inhibition, % at 6.36 µM | 330,000 compounds, 0.41% hits | AID 485272, 2010;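 active = percent inhibition above a cutoff equal to the mean of all tested compounds plus 3 SD, cut at about 15% in these data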;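 note: 0% = PAD4 with RCA probe and DMSO and 100% = probe without PAD4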
PREPL inh – PREPL enzyme inhibitors, primary screen, biochemical, fluorescence polarization. Prolyl endopeptidase-like (Homo sapiens), Q4J6C6. recombinant PREPL, fluorescence polarization activity-based probe. inhibition, % at 5.96 µM. 320,000 compounds, 0.68% hits. AID 2751, 2010; in the data active = inhibition above about 43%;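 note: 0% = enzyme with DMSO and 100% = wells lacking enzyme; many of its hits are not listed in these tables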
PAFAH1B2 inh – PAFAH1B2 enzyme inhibitors, primary screen, biochemical, fluorescence polarization, human | Platelet-activating factor acetylhydrolase IB subunit alpha2 (Homo sapiens), P68402 | recombinant PAFAH1B2, FP-rhodamine activity probe | inhibition, % at 3.39 µM | 340,000 compounds, 1.2% hits;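 active = inhibition above the mean of all tested compounds plus 3 SD, cut at about 24% in these data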;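 note: 0% = enzyme with DMSO and 100% = wells lacking PAFAH1B2; many of its hits are not listed in these tables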
GSTO1 inh – inhibitors of recombinant GSTO1, primary screen, counter-screen for RBBP9 inhibitor project, biochemical, fluorescence polarization; AID 1974, 2009; 300,000 compounds, 1.1% hits; Glutathione S-transferase omega-1 (Homo sapiens), P78417; inhibition, % at 5.96 µM; activity-based probe fluorescence polarization;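 active = inhibition above the campaign mean inhibition plus 3 SD, cut at about 35% in these data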;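 note: 0% = GSTO1-1 with DMSO and 100% = wells lacking GSTO1-1 enzyme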
PME-1 primary – PME-1 inhibitors via competitive probe labeling, primary screen, biochemical, fluorescence polarization, FP-Rh probe, HTS; Protein phosphatase methylesterase 1 (Homo sapiens), Q9Y570; recombinant PME-1; inhibition, % at 5.9 µM; 320,000 compounds, 0.53% hits; AID 2130, 2009;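 active = inhibition above the campaign mean of all compounds plus 3 SD, cut at about 26% in these data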;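 note: competitive labeling of PME-1 active site by serine hydrolase directed probe; 0% = PME-1 with DMSO and 100% = wells lacking PME-1 enzyme; inhibitors block probe labeling so polarization falls and inhibition rises; many of its hits are not listed in these tables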
PAFAH1B3 FP inh – PAFAH1B3 enzyme inhibitors, primary screen, biochemical, fluorescence polarization, human; Platelet-activating factor acetylhydrolase IB subunit alpha1 (Homo sapiens), Q15102; recombinant PAFAH1B3, FP-rhodamine probe; inhibition, % at 3.39 µM; 340,000 compounds, 0.28% hits; AID 492972, 2010;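 active = inhibition above the screen-wide average of all tested compounds plus 3 SD, cut at about 25% in these data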;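 note: 0% = enzyme with DMSO only and 100% = wells lacking PAFAH1B3 protein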
pPAFAH FP inh – pPAFAH enzyme inhibitors, primary screen, biochemical, fluorescence polarization, human; Platelet-activating factor acetylhydrolase (Homo sapiens), Q13093; recombinant pPAFAH, FP-rhodamine probe fluorescence polarization; inhibition, % at 3.39 µM; 330,000 compounds, 1.5% hits;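 active = inhibition above the mean inhibition across the screen plus 3 SD, cut at about 25% in these data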;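 note: inhibitors block binding of the rhodamine activity-based probe so polarization drops; 0% = enzyme with DMSO and 100% = wells lacking pPAFAH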
LYPLA2 counter – LYPLA2 inhibitors, primary screen, counter-screen for PME1 inhibitor project, biochemical, fluorescence polarization, FP-Rh probe ABPP. recombinant LYPLA2. inhibition, % at 5.9 µM. 320,000 compounds, 0.38% hits;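 active = inhibition above the screen-wide mean plus 3 SD, limit set per campaign, cut at about 26% in these data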;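 note: 0% = LYPLA2 with DMSO and 100% = wells lacking LYPLA2 enzyme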
Numbers without * were called inactive; . = not tested or not shown.

SMILES	LYPLA1 inh	PAD4 inh	PREPL inh	PAFAH1B2 inh	GSTO1 inh	PME-1 primary	PAFAH1B3 FP inh	pPAFAH FP inh	LYPLA2 counter
CCC(C)C(=O)Nc1nnc(SCC(=O)NC(C)(C)C)s1 (configuration not stated)	0	-1	8	-5	10	-4	8	-7	-7
N/C(=N\OC(=O)Nc1ccccc1)c1ncc(C(F)(F)F)cc1Cl	0	1	13	0	7	-2	3	-2	6
CCOc1ccc(C(=O)N2CCN(c3ccccc3)CC2)cc1	-1	-5	0	.	2	-6	.	4	-3
CCOC(=O)N1CCN(CC(O)COc2cc(C)cc(C)c2)CC1 (configuration not stated)	4	-1	-4	0	-2	4	5	0	2
CCCCC(=O)Nc1ccc(C(=O)NNC(=O)c2cccs2)cc1	-1	-4	2	0	-3	-11	6	2	-11
CCN(CCn1cccn1)C(=O)c1cccc(OC2CCN(S(C)(=O)=O)CC2)c1	1	1	-1	2	0	0	8	5	-5
CC(=O)N1CCSc2ccc(S(=O)(=O)NCc3ccccc3)cc21	2	3	0	4	5	10	11	1	0
CC1CCC/C(=C\Nc2ccccc2C(=O)O)C1=O (configuration not stated)	-4	1	1	3	6	-1	2	-4	-5
Cc1cccc(C(C(=O)NC2CCCC2)N(Cc2cccnc2)C(=O)c2csnn2)c1 (configuration not stated)	0	-3	-3	-1	-1	-5	14	5	1
CCOC(=O)c1c(C)n(C)c2c1cc(OC(C)=O)c1ccccc12	2	5	-3	3	-1	-1	1	5	-2
CCC(=O)Nc1ccc(NC(=O)CSc2nc3cc4c(cc3cc2C)CCC4)cc1	-6	-1	-1	-6	9	-4	0	3	-11
COc1cc2c(cc1OC)C(c1ccc([N+](=O)[O-])cc1)NCC2 (configuration not stated)	-1	-2	4	3	-5	-4	4	-1	-2
Cc1ccc2[nH]c(=O)c(C3=NN(C(=O)CCC(=O)O)C(c4cccs4)C3)c(-c3ccccc3)c2c1 (configuration not stated)	-5	-6	-1	1	-3	0	5	3	0
CCN(CC)S(=O)(=O)c1ccc(C(=O)Nc2cccc(C)c2)cc1	-1	-3	2	-4	-3	-8	6	-10	-5
Cc1ccccc1S(=O)(=O)Cc1ccc(C(=O)NCCCN2CCN(C)CC2)o1	-3	-2	-10	-1	2	0	7	3	-5
C=CCn1c(SCC(=O)N2CCOCC2)nc2scc(-c3ccco3)c2c1=O	-3	-1	9	-6	1	-8	-11	7	-4
CN(C)c1cc[n+](CC(=O)Nc2ccc(Cl)c([N+](=O)[O-])c2)cc1	-3	5	-8	5	1	-3	10	1	6
S=c1[nH]nc(Cc2cccc3ccccc23)o1	-1	-1	1	9	-4	-4	5	3	-1
CC(C)=CC(=O)OCC(=O)Nc1cc([N+](=O)[O-])ccc1F	-2	-2	-5	-8	5	-6	0	-8	2
Cc1ccc(S(=O)(=O)N2CCN(Cc3ccco3)CC2)cc1C	0	3	12	2	-4	0	11	-4	-2
CCOc1ccc2nc(NC(=O)COC)sc2c1	0	-4	-6	3	1	-4	6	2	-3
CSc1nnc([C@H](C)NC(=O)OC(C)(C)C)o1	-1	1	1	3	7	0	-2	-1	-1
C=CCNC1=C(Cl)C(=O)c2ccccc2C1=O	2	-1	17	0	68*	-3	13	2	3
COc1cccc(-n2nnc3c(=O)n(Cc4cccc(C)c4)cnc32)c1	-1	2	-18	3	-2	1	3	6	1
O=C1C2C3C=CC(CC3)C2C(=O)N1c1nccs1 (configuration not stated)	2	-3	-15	-2	-1	-7	-6	1	2
CCN(CC)S(=O)(=O)c1cccc(C(=O)OCc2cc(=O)n3nc(C)sc3n2)c1	0	3	9	5	-1	4	4	0	3
CC(C)c1nnc(NC(=O)CCC(=O)Nc2ccc(F)cc2)s1	3	1	3	7	4	7	3	3	3
O=C(CSc1nnc(CNC(=O)c2ccccc2)o1)NCC1CCCO1 (configuration not stated)	-3	1	0	2	7	2	8	1	3
Cc1ccc(-c2nn(CCC(=O)O)cc2CCC(=O)O)cc1	-1	-2	7	2	-2	7	11	-5	1
Cc1nc(-c2cc(-c3ccc(Cl)cc3)no2)cs1	-1	-6	-10	2	-4	-2	1	6	0
Cc1cccc(/C=N/NC(=O)c2ccc(NC(=O)c3ccc(F)cc3)cc2)n1	-8	-1	-1	1	-8	-8	6	-2	-9
COc1ccc(-c2nc3n(c(=O)c2C#N)CCCS3)cc1	0	0	-4	5	-8	0	9	3	-2
CCN(C(=O)c1ccc2c(=O)n3c(nc2c1)CCCCC3)c1ccccc1C	-3	-4	-5	4	2	9	-1	5	-6
Cc1onc(-c2ccccc2Cl)c1C(=O)N1CCN(S(=O)(=O)c2ccc(F)c(F)c2)CC1	0	-3	16	1	-2	-2	12	5	7
CCC(C(=O)O)P(=O)(c1ccc(Cl)cc1)c1ccc(Cl)cc1 (configuration not stated)	1	-9	-3	6	-2	-1	2	1	5
C[C@H](NC(=O)c1nc[nH]c1C(=O)N[C@H](C)c1ccccc1)C(=O)OCc1ccccc1	-5	-3	-8	5	2	8	3	12	0
Cc1nn(CC(=O)N2CCN(C)CC2)c(=O)c2ccccc12	3	0	-10	4	4	5	4	3	-1
O=C(CC1C(=O)NCCN1Cc1ccccc1F)NC1CCCCCC1 (configuration not stated)	2	7	-2	4	1	3	-3	3	5
COCCn1c(SCC(=O)N2CCCc3ccccc32)nc2c(c1=O)SC(C)C2 (configuration not stated)	3	1	13	6	2	3	3	4	2
CCCCN1CCc2[nH]c(=S)[nH]c(=O)c2C1	-1	1	-9	-2	2	-11	4	-1	-1
CCN1CCN(CCCNC(=O)C(=O)c2c(C)[nH]c3ccccc23)CC1	-1	-1	-2	-4	5	-3	-6	4	-1
O=C(Nc1ccc(S(=O)(=O)N2CCc3ccccc32)cc1)c1ccc2c(c1)OCO2	-37	-4	-3	-22	4	-50	-38	-32	-60
CSc1ccccc1OCc1cc(C(=O)NCc2cnc(C)cn2)no1	-2	5	-11	3	2	3	2	1	-1
COCCNC(=O)c1cc(-c2ccc(-c3ccccc3)cc2)nc2ccccc12	-7	-1	1	-5	-9	-4	-1	-1	-12
COC(=O)Cc1ccc(NC(=S)NCc2ccccc2Cl)cc1	-1	1	0	5	-1	5	14	28*	7
O=C(Cc1cccs1)NCCS(=O)(=O)N1CCN(c2cccc(Cl)c2)CC1	2	-4	-42	-2	4	-3	-5	7	3
Cc1[nH]c(C)c(S(=O)(=O)NCc2ccc(F)cc2)c1C(=O)N1CCCC1	0	2	13	-2	-3	-5	-1	-3	-3
O=C(O)COc1ccc(/C=C2\SC(=Nc3ccccc3)N(c3ccccc3)C2=O)cc1	1	3	-3	0	5	-8	12	3	3
O=C1Nc2ccc(Br)cc2/C1=C/C(=O)c1ccc2c(c1)OCO2	-3	7	-59	5	-5	-2	3	11	-2
CCN(CC)CCCNC(=O)c1cn(CC)c2ccc(S(=O)(=O)N(C)C3CCCCC3)cc2c1=O	0	2	4	2	-1	14	1	3	-1
O=C(Nc1ccc(Cl)cc1)Nc1nnc(SCc2ccc(Cl)cc2)s1	4	0	13	8	-5	9	2	-2	-2
Nc1nc(SCC(=O)Nc2cccc(F)c2)n[nH]1	.	-4	5	0	.	.	10	4	.
C=CC[C@@H](CC(=O)NCCO)C(=O)N[C@@H](COC(=O)[C@@H](CC=C)Cc1ccc(F)cc1)Cc1c[nH]c2ccccc12	.	2	27	10	.	.	2	9	.
Cn1c(Cn2cnc3ccccc32)nc2ccccc21	1	-1	11	3	6	-4	10	-4	4
COc1ccc2[nH]c(C(=O)N(Cc3ccccn3)Cc3ccccn3)cc2c1	0	0	10	5	1	8	3	7	-6
CC(C)OC(=O)CSc1nc(-c2ccc(F)cc2)nc2ccc(F)cc12	1	0	-1	-5	-1	6	0	1	7
CCN(Cc1ccccc1)C(=O)Cn1cnc2c1c(=O)n(C)c(=O)n2C	0	-19	-11	0	2	2	6	5	1
Cc1ccc(C)c(NC(=O)CN(C)C(=O)[C@@H](NC(N)=O)C(C)C)c1	2	-5	-4	0	5	-4	1	-3	4
Cc1cc(NS(=O)(=O)c2ccc(NC(=O)C(c3ccccc3)c3ccccc3)cc2)no1	-1	-5	6	11	-8	-1	0	0	12
CCOC(=O)Nc1ccc2ncn(C)c(=O)c2c1	0	5	-4	2	2	-4	-10	-1	1

(listing goes on)
SMILES	LYPLA1 inh	PAD4 inh	PREPL inh	PAFAH1B2 inh	GSTO1 inh	PME-1 primary	PAFAH1B3 FP inh	pPAFAH FP inh	LYPLA2 counter
O=C1CC(c2ccccc2)Oc2cc(O)ccc21 (configuration not stated)	3	1	-5	6	6	-4	4	6	6
CN(CC(=O)Nc1ccccc1Cl)C(=O)c1ccc(COc2ccccc2)cc1	-1	4	-5	-2	15	6	2	6	1
CC(C)CCNc1nnnc2c1sc1nc(N3CCOCC3)c3c(c12)CC(C)(C)SC3	-8	0	7	-9	6	1	-18	0	-5
C=CCN(CC=C)c1cnn(-c2nc3ccccc3[nH]2)c(=O)c1Cl	0	-5	5	9	-3	-15	3	3	-2
COc1ccc(S(=O)(=O)Nc2ccccc2C(=O)NC(C)C)cc1OC	2	-4	-6	2	1	-1	-1	0	4
CSc1ccc(C#N)cc1NC(=O)c1ccc(Cl)cc1Cl	-1	-1	0	0	4	3	-1	4	-1
C=C1c2cccc(OC)c2O[C@H](C(=O)OCC)[C@@H]1CC(CC)CCCC (some centres not stated)	.	4	.	10	.	.	1	4	.
Cc1cccc(CSc2nnc(NC(=O)c3ccco3)s2)c1	-2	-3	3	6	-25	-3	-7	3	-4
CCOc1ccc(NC(=O)c2nn(-c3ccc(OC)cc3OC)c(=O)c3ccccc23)cc1	-1	-1	3	.	0	-7	.	1	1
O=C(O)COc1ccc(NC(=O)c2cccs2)cc1	-2	0	4	-1	4	1	6	4	2
O=C(c1cc(C2CC2)on1)N1CCCC(N2CCN(c3cccc(C(F)(F)F)c3)CC2)C1 (configuration not stated)	1	1	14	3	-1	5	4	12	15
CC(NC(=O)C(C)N1C(=O)c2ccccc2C1=O)c1ccccc1 (configuration not stated)	-3	3	-7	6	9	1	4	5	-3
Cc1c([N+](=O)[O-])c([N+](=O)[O-])nn1CC(=O)NCc1cccnc1	1	-6	-4	2	7	4	4	2	-1
COC(=O)c1ccccc1NC(=O)CSc1ncccn1	0	2	-1	5	-1	4	9	2	-4
CCOC(=O)N1CCC(NC(=O)c2ccc3c(c2)N=C(CC)c2cc(C)ccc2S3)CC1	-3	0	-4	1	-2	-5	4	5	-3
COc1cc(SC)ccc1C(=O)Nc1ccc(Cl)cn1	-4	1	10	5	-14	-5	10	-1	5
COc1ccc(-c2nc3cc(C)ccn3c2NC(=O)c2c(F)cccc2Cl)cc1	-1	3	5	-3	-6	-2	0	5	1

These rows are one share of the data. The share of hits here may be higher or lower than overall.
